Compound activity as filed in PubChem BioAssay.
PKA-R1A activ – activators of PKA-R1A complex. P00514+P68181. PKA-R1A dissociation, Cy5-IP20 fluorescence polarization; scaled: DMSO 0%, 113 µM cGMP 100%. activation, % at 11.4 µM. 0.083% of 340,000 active. AID 504707;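 active = percent activation above the mean of all tested compounds plus 3 SD, cut at about 19% in these data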;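 note: higher means more PKAc released from R1A so a rise in polarization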
E coli growth – bacterial growth inhibition, counter-screen for AddAB inhibitors; inhibition, % at 11.9 µM; AID 449728; E. coli V3065 growth, OD600 absorbance, 18 h; 0.27% of 330,000 active;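 active = inhibition above the campaign's mean inhibition across all tested compounds plus 3 SD, cut at about 9.9% in these data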;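 note: uninfected addAB+ strain grown without phage in ampicillin broth; 0% = DMSO wells and 100% = ciprofloxacin 0.95 µg/ml wells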
OPRM1-OPRD1 ag – agonists of human mu-delta opioid receptor heterodimerization; P35372+P41143; cells, OPRM1-OPRD1 heterodimerization, luminescence; activation, % at 9.3 µM; 0.3% of 340,000 active; in the data active = activation above about 18%;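 note: 0% = vehicle-treated cells and 100% = reference agonist; values of inactives mirror those of a sister screen read the other way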
Target sequence (P35372 whole entry, looked up): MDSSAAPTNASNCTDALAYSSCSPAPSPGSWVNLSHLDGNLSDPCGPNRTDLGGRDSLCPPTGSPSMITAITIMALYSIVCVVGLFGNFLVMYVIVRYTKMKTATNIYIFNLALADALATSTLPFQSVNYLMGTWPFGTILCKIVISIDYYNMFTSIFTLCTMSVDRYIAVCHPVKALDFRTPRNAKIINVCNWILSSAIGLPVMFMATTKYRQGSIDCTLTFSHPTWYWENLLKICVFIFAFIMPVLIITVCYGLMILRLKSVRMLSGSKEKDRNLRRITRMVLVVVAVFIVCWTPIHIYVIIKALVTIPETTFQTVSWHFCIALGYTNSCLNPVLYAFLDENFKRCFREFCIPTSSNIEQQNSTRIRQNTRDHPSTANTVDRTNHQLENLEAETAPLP
Target sequence (P41143 whole entry, looked up): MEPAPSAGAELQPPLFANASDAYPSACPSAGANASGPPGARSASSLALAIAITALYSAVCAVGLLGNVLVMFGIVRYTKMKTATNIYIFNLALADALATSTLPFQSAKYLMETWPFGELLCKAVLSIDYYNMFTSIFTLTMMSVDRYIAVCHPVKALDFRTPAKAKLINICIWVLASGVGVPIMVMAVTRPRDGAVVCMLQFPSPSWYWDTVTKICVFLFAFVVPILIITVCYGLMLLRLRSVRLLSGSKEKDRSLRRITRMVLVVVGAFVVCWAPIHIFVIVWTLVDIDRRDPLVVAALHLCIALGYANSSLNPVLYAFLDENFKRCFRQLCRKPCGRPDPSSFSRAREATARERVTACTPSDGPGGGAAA
Mot1-301 SUMO – blocks SUMOylation pathway, rescuing yeast Mot1-301 growth; S. cerevisiae Mot1-301 growth rescue, ATP luminescence, 38.5C; percent above DMSO median, 100 means doubled; 1% of 320,000 active; growth rescue, % at 18.8 µM;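 active = every valid replicate shows activation above 250% relative to neutral control wells; inactive = the rest, any valid replicate at or below 250%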;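 note: OY570 slx delta 5 strain wells were the positive control but not used for scaling; some compounds called inactive have numbers as strong as hits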
AddAB inh – less growth of phage-infected E. coli with AddAB. AID 435030. 0.29% of 330,000 active. E. coli expressing H. pylori AddAB, absorbance growth. inhibition, % at 11.9 µM; in the data active = inhibition above about 12%;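 note: 0% = vehicle wells of infected cells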
PfHsp90 set2 – growth inhibition of yeast expressing Plasmodium Hsp90 | S. cerevisiae expressing PfHsp90, BacTiter-Glo ATP, 48 h; yeast lacking PDR1 and PDR3 efflux regulators | inhibition, % at 9.4 µM | 0.32% of 310,000 active;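 active = every replicate shows inhibition above about 80%, whatever the replicate mean, limit read from the data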;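 note: 0% = DMSO neutral controls and 100% = 20 µM radicicol positive controls; yeast relying on Plasmodium falciparum Hsp90 in place of its own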
OPRM1-OPRD1 inv – inverse agonist of human OPRM1-OPRD1 heterodimerization; cell-based MOR-DOR heterodimer luminescence, inverse agonism; P35372+P41143; 0.21% of 340,000 active; inhibition, % at 9.3 µM; in the data active = inhibition above about 22%, passing the limit was not always enough;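 note: 0% = cells with DMSO and 100% = wells without cells with DMSO; values of inactives mirror those of a sister screen read the other way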
phage Ecoli inh – E. coli growth loss with phage present. 0.26% of 360,000 active. inhibition, % at 11.9 µM. growth absorbance. AID 651602; in the data active = inhibition above about 11%
HTR5A inv ag – HTR5A inverse agonism, opioid heterodimer counter-screen; P47898; HTR5A cell line, luminescence; inhibition, % at 9.3 µM; 0.083% of 340,000 active; AID 504634; in the data active = inhibition mostly above about 23%, no sharp cut-off; inactive = mostly below about 18%;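 note: 0% = cells with DMSO and 100% = no-cell wells with DMSO; some compounds called inactive have numbers as strong as hits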
PKA-R2B activ – PKA-R2B complex activation; 0.079% of 340,000 active; PKA-R2B holoenzyme dissociation, Cy5-IP20 fluorescence polarization; R2B truncated from residue 108, S112A mutant; 0% DMSO only, 100% 113 µM cGMP; AID 504700; P22694+P31323; activation, % at 11.4 µM;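 active = activation above a cutoff set at the mean over all compounds plus 3 SD, cut at about 18% in these data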;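 note: higher means more holoenzyme dissociation and a rise in polarization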
Tat export inh – E. coli Tat transport inhibition; AID 488895; inhibition, % at 10 µM; E. coli MC4100 TorA-mCherry Tat export, fluorescence; 0.036% of 340,000 active;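 active = mean replicate inhibition at least 50% and at least half of replicates individually reaching 50%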;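 note: exported cargo escapes ClpAP degradation while cytoplasmic cargo is degraded and loses fluorescence; 0% = median of neutral control wells and 100% = median of NaSCN control wells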
The depositor's hits bear a star; . = not tested or not shown.

SMILES	PKA-R1A activ	E coli growth	OPRM1-OPRD1 ag	Mot1-301 SUMO	AddAB inh	PfHsp90 set2	OPRM1-OPRD1 inv	phage Ecoli inh	HTR5A inv ag	PKA-R2B activ	Tat export inh
COc1ccc2[nH]cc(CCNC(=O)c3ccc([N+](=O)[O-])cc3)c2c1	-9	-3.5	7.6	.	0.2	15	-34	0.8	-5	2	0
O=C1CC(c2ccco2)CC(O)=C1C=Nc1cc(Cl)ccc1Cl (stereo not given)	-8	1.6	-3.7	-14	0.9	4	19	1.2	-6	-6	-9
CN(C)/C=C/C(=C\C(=O)C(F)(F)F)Nc1ccc(C(F)(F)F)cc1	1	2.0	-0.3	.	0.2	-4	1	3.8	15	3	-8
COc1ccc(-c2nc3ncccc3o2)cc1NC(=O)c1ccco1	6	1.1	-3.1	-12	2.5	7	17	-1.3	-3	1	-10
COc1ccc(NS(=O)(=O)c2cc3c4c(c2)C(C)C(=O)N4CCC3)cc1 (stereo not given)	-1	1.2	-0.6	7	0.9	5	3	3.0	13	10	7
Cc1ccc(C(=O)Nc2ncnc3sc4c(c23)CCCCC4)cc1	-5	-5.6	1.7	4	0.0	22	-9	-1.1	-2	-17	15
S=C(Nc1cccnc1)N1CCCCC1	4	-1.4	-2.7	66	-0.5	.	13	-1.6	-6	17	-2
C/C(=N\Nc1nc2ccccc2[nH]1)c1ccc2c(c1)OCO2	-2	0.4	5.1	10	-1.4	-7	-25	3.3	-25	0	8
CC1(C)CC[C@]2(C(=O)O[C@@H]3O[C@H](CO)[C@@H](O)[C@H](O)[C@H]3O)CC[C@]3(C)C(=CCC4[C@@]5(C)CC[C@H](O[C@@H]6O[C@H](C(=O)O)[C@@H](O[C@H]7OC[C@@H](O)[C@@H](O)[C@@H]7O)[C@H](O)[C@H]6O)C(C)(C)C5CC[C@]43C)[C@@H]2C1 (stereo not given in full)	-10	1.1	-0.8	-6	2.9	-7	5	1.9	-17	-6	17
CCCc1cc(Nc2ccc(C)cc2)n2ncnc2n1	7	.	0.0	135	.	-11	0	1.0	6	8	-8
CCOc1ccc(S(=O)(=O)NCCC(=O)NCc2ccccn2)cc1	-6	1.6	-1.8	-21	0.5	17	9	0.7	-13	-1	-1
CCOC(=O)c1c(NC(=O)C2CCCO2)sc(C)c1C (stereo not given)	-9	1.9	2.2	.	1.5	-9	-10	0.6	3	-1	4
CC(C)Oc1ccc(C(CC(=O)NCc2ccco2)c2ccccc2)cc1 (stereo not given)	-8	-0.9	3.0	36	0.0	-11	-16	3.0	-54	-8	9
COc1ccc(NC(=O)CN(C)C(=O)c2cc(S(=O)(=O)N3CCCCCC3)ccc2OC)cc1	5	1.1	-0.7	8	5.8	.	5	7.0	-2	-1	-5
CC(C)Cn1nc(-c2ccccc2)c2ccccc2c1=O	0	-1.5	2.4	7	-0.2	13	-11	0.5	-15	-1	3
Cc1cccc(C(=O)Nc2ccc(CC(=O)O)cc2)c1	-1	1.7	-0.6	7	1.0	.	3	2.9	20	2	-2
CC(NC(=O)CNC(=O)[C@@H]1Cc2ccccc2CN1)c1ccccc1 (stereo not given in full)	-15	-2.3	-0.8	15	0.3	3	5	3.0	4	2	-6
CC(C)(C)[C@H]1COC(=O)[C@@H](Cc2ccc(F)cc2)CC/C=C/C[C@@H](CC(=O)N[C@@H](CO)Cc2ccccc2)C(=O)N1	4	-3.1	-0.7	4	-1.6	-21	4	2.2	17	11	-13
COc1ccc(CNC(=O)C2(CC3CC(c4ccccc4)=NO3)CCN(C(=O)C3(C)CC3)CC2)cc1 (stereo not given)	3	0.9	-3.6	-14	0.3	-15	17	0.8	-2	6	-9
O=C(c1ccco1)N1CCN(S(=O)(=O)c2ccc(Br)cc2)CC1	-4	-2.0	-3.0	-4	3.4	10	13	1.0	3	8	3
COCCCNC(=O)c1oc2ccc(S(=O)(=O)N(C)C3CCCCC3)cc2c1C	-1	-0.5	-1.4	2	0.8	-15	7	2.2	-3	-9	4
COc1ccc(CCNC(=O)COC(=O)/C=C/c2cccs2)cc1	5	1.4	3.4	-13	1.3	29	-16	2.7	5	-6	-1
CCn1cc(Br)c(C(=O)Nc2cccc(SC)c2)n1	-3	-1.5	-0.8	0	1.3	-6	5	2.2	-11	0	0
CCCCc1nc(SCC(=O)Nc2cccc(Cl)c2)n[nH]1	1	0.0	-1.5	9	0.9	-9	8	-0.1	-22	-1	-5
CN1CC(=O)N(C)c2nc(Br)n(C)c2C1=O	-2	-1.3	-0.8	14	1.0	-26	5	-0.9	12	2	-3

Sorted by value in PKA-R1A activ (high to low): some entries from above
Molecule | PKA-R1A activ
CN(C)/C=C/C(=C\C(=O)C(F)(F)F)Nc1ccc(C(F)(F)F)cc1 | 1
Cc1ccc(C(=O)Nc2ncnc3sc4c(c23)CCCCC4)cc1 | -5
COc1ccc2[nH]cc(CCNC(=O)c3ccc([N+](=O)[O-])cc3)c2c1 | -9

(continued)
SMILES	PKA-R1A activ	E coli growth	OPRM1-OPRD1 ag	Mot1-301 SUMO	AddAB inh	PfHsp90 set2	OPRM1-OPRD1 inv	phage Ecoli inh	HTR5A inv ag	PKA-R2B activ	Tat export inh
CC(C)OCCCN(C)C1CCN(S(=O)(=O)c2ccc(-c3cc(C(F)(F)F)no3)s2)CC1	-14	-0.1	7.7	11	1.5	-36	-40	3.9	-17	-3	6
COc1ccc(NC(=O)c2csc(C)c2)cc1OC	3	2.8	-0.9	173	0.3	13	5	2.3	7	2	-5
COc1ccc(CN=C2NN=C(c3ccccc3)CS2)cc1	3	-1.3	-2.1	-7	3.4	-33	11	2.8	-7	0	-7
O=C(NC(C(=O)N/N=C/c1c2ccccc2cc2ccccc12)c1n[nH]c(=O)c2ccccc12)c1ccccc1 (stereo not given)	-4	0.3	4.3	-32	1.9	-2	-23	2.5	-15	0	-12
N#Cc1ccc(NC(=O)COC(=O)CCc2ccc(S(=O)(=O)N3CCCCC3)cc2)cc1	-2	0.4	-0.3	249	-1.6	-7	2	0.9	-12	-11	3
CCOC(=O)c1[nH]c(=O)[nH]c1CSc1nc(C)cc(C)n1	-10	1.2	2.5	7	2.2	-9	-12	0.1	-1	-1	13
CCN(CC(=O)N1CCCC1)S(=O)(=O)c1ccc(Br)cc1	-3	-2.4	-3.0	101	2.0	20	15	-0.2	5	4	-6
CCOc1cc(/C=N/NC(=O)c2cccnc2)ccc1OC(=O)c1ccco1	-6	1.9	-0.5	.	3.9	-1	3	3.9	-1	-2	-11
O=c1oc2ccccc2c(Nc2ccc(O)cc2)c1[N+](=O)[O-]	-5	0.1	-1.9	9	1.6	-14	11	1.7	16	0	1
Oc1ccc(O)c(Cc2nc3ccccc3[nH]2)c1	-4	0.5	-3.0	-1	3.5	7	15	6.9	-6	-3	-9
O=C(COc1ccc(Cl)cc1)N(Cc1ccc(F)cc1)C1CCS(=O)(=O)C1 (stereo not given)	-10	-0.4	-1.6	-16	0.3	4	9	1.6	0	-3	-6
Cc1ccc(S(=O)(=O)N/N=C\c2ccc(Cl)c([N+](=O)[O-])c2)cc1	0	-1.3	-0.9	165	2.9	4	5	1.9	1	1	14
CCN1C[C@@H]2[C@@H]3C(=O)N(C)C(=O)[C@@H]3[C@](CC)(C1=O)N2C(=O)c1ccc(Cl)cc1	-4	.	-1.6	.	.	-12	9	2.5	4	-7	-10
COc1ccc(NC2CCCN(C(=O)CCC(=O)c3ccc(F)cc3)C2)cc1 (stereo not given)	5	0.2	-4.0	2	3.5	-9	20	1.5	14	-5	-13
Cc1c(NS(=O)(=O)c2ccc(S(=O)(=O)c3ccccc3)s2)c(=O)n(-c2ccccc2)n1C	1	-1.1	-1.4	6	1.3	12	8	3.5	2	0	6
CCOc1ccc(C(=O)NC(=S)Nc2ccc(NC(=O)C(C)C)cc2)cc1[N+](=O)[O-]	1	-2.8	0.7	3	-0.1	-12	-4	3.4	6	-10	-2
O=C(/C=C/c1cn(-c2ccccc2)nc1-c1cccnc1)c1ccco1	-5	-3.2	-3.3	4	0.2	.	15	0.6	10	-2	8
CSc1ccc(S(=O)(=O)NCC(=O)OCC(=O)N(C)CC(=O)Nc2ccccc2Cl)cc1[N+](=O)[O-]	3	1.3	4.7	8	0.3	10	-31	3.6	3	-11	-5
O=C(Nc1ccc(S(=O)(=O)N2CCOCC2)cc1)c1cccc([N+](=O)[O-])c1	-5	.	0.1	0	.	4	-1	-0.1	-9	2	-10
O=C(NC(Cc1ccccc1)C(=O)NCCc1ccccn1)c1ccccc1 (stereo not given)	-3	0.6	-1.3	-12	1.4	-2	8	0.9	2	-14	-6
CC(C)(C)n1nnnc1CN1C2CCC1CC(NC(=O)Nc1ccccc1)C2 (stereo not given)	11	-1.8	0.6	-5	1.5	-17	-3	2.1	-13	4	-3
C#CCOCCOCCOCCNc1nc(N2CCN(C(=O)CCCCCCCCCCNC(=O)Cn3cc(CCCCCN)nn3)CC2)nc(N2CCN(C(=O)CCCCCCCCCCNC(=O)[C@@H](CCSC)n3cc(CCO)nn3)CC2)n1	-6	-1.3	1.3	-1	0.8	14	-7	.	18	-5	22
O=C(O)c1cc(-c2ccccc2)n(-c2ccccc2C(=O)O)n1	-4	0.4	-1.4	-8	0.8	.	8	-1.9	-4	4	2
COc1ccc(OC)c(NS(=O)(=O)c2ccc(SC)cc2)c1	3	0.9	-2.3	-10	3.8	9	12	0.9	-2	-4	-2
O=C(CN1CCN(c2ccccc2F)CC1)NC(=O)NC1CCCCC1	1	0.9	0.0	24	-1.8	.	0	0.9	2	-3	10

Additional compounds.
SMILES	PKA-R1A activ	E coli growth	OPRM1-OPRD1 ag	Mot1-301 SUMO	AddAB inh	PfHsp90 set2	OPRM1-OPRD1 inv	phage Ecoli inh	HTR5A inv ag	PKA-R2B activ	Tat export inh
Cc1ccc(-c2csc(NC(=O)C[n+]3cc(-c4ccc(C)cc4)n4c3CCC4)n2)cc1	5	2.3	-1.3	-18	4.5	12	7	4.0	5	10	-15
OC(COc1ccc(Br)cc1)CN1CCC(Cc2ccccc2)CC1 (stereo not given)	-1	0.3	9.4	93	2.6	36	-48	0.6	-29	7	1
CCCCCCCCCCCC(=O)N/N=C/c1ccco1	0	2.2	0.2	57	1.6	-57	-1	-0.3	-15	3	-3
COCCNCC1C(Oc2ccc(Cl)cc2)C(=O)N1c1ccccc1C (stereo not given)	3	-0.3	1.1	2	1.4	10	-8	3.6	2	0	-1
CSc1ccc(C2=CC(=O)C[C@H](c3ccc(F)cc3)C2)cc1	5	-0.8	3.3	1	-3.2	-42	-18	2.7	9	-7	4
CCCCn1c(N)c(N(CCOC)C(=O)COC(=O)COc2ccccc2C#N)c(=O)[nH]c1=O	-6	-1.9	-2.2	-12	1.4	.	11	3.2	23	4	-9
COc1ccc(-c2nc(CSCC(=O)N3CCN(c4cccc(C)c4)C(C)C3)c(C)o2)cc1OC (stereo not given)	-7	-0.4	0.1	-12	-1.8	-13	0	2.1	-22	1	17

The order is random; overall some 2.2% were active at least once.
